Screens from PubChem.
POLK inh: qHTS for Inhibitors of Polymerase Kappa; DNA polymerase kappa (Homo sapiens), Q9UBT6; purified Pol kappa, fluorescent DNA synthesis assay, 10 min; Potency, µM (top dose mostly 107 µM), without a hit: top-dose activity, negative = inhibition, usual class: inhibitors; actives 0.53% (n = 400,000); further: on the % scale 0 is the no-effect control and ±100 the full control effect
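10 nM Pol kappa was preincubated with compounds for 15 min at room temperature. Reaction started with 50 nM (final) substrate. Fluorescence read kinetically at 0 and 10 min.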
POLB inh: qHTS Assay for Inhibitors of DNA Polymerase Beta; P06746; Pol beta primer extension/strand displacement, fluorescence kinetic; Potency, µM (series often up to 114 µM), for inactives: top-dose activity change, negative = inhibition, hits mostly inhibitors; actives 1.3% (n = 340,000); AID 485314, 2010; further: on the % scale 0 is the no-effect control and ±100 the full control effect
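Reaction started by 50 nM substrate onto compound-treated Pol beta (10 nM, 15 min preincubation, room temperature); plates read at 0 min and 10 min. Normalized concentration-effect data fitted by four-parameter Hill equation.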
Pol iota inh: qHTS for Inhibitors of Polymerase Iota; DNA polymerase iota (Homo sapiens), Q9UNA4; Pol iota fluorescent replication assay, 10 min; Potency, µM (doses to about 115 µM), for the others: at the top dose activity, negative = inhibition, usual class: inhibitors; actives 1% (n = 390,000)
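Fluorescent replication assay read twice, at 0 min and 10 min after adding 50 nM (final) substrate. Enzyme (10 nM) and compounds were first incubated 15 min at room temperature; enzyme-free buffer wells were negative controls.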
JMJD2A Tudor: qHTS Assay for Inhibitors of JMJD2A-Tudor Domain | Lysine-specific demethylase 4A (Homo sapiens), O75164 | AlphaScreen JMJD2A-Tudor / H3K4me3 peptide binding | Potency, µM (doses to about 114 µM), for inactives: at the top dose activity change, negative = inhibition, hits mostly inhibitors | actives 4.4% (n = 390,000) | AID 504339, 2011; further: on the % scale 0 is the no-effect control and ±100 the full control effect; nearly all actives have a fitted effect of over 50% in size
G9a inh: qHTS Assay for Inhibitors of Histone Lysine Methyltransferase G9a. Potency, µM (series often up to 102 µM), for the others: at the highest dose activity, negative = inhibition, actives largely listed as inhibitors. actives 8.8% (n = 350,000). G9a H3K9 monomethylation, AlphaScreen, 2 h. Histone-lysine N-methyltransferase EHMT2 (Homo sapiens), Q96KQ7; further: on the % scale 0 is the no-effect control and ±100 the full control effect; nearly all actives have a fitted effect of over 75% in size
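AlphaScreen read-out: biotin-H3K9 peptide (500 nM) methylation by 20 nM enzyme with 20 uM SAM, 2 h at room temperature after 15 min compound preincubation; anti-monomethyl H3K9 antibody plus donor/acceptor beads, 10 min dark.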
BLM helicase inh: qHTS Assay for Inhibitors of Bloom's syndrome helicase (BLM). Potency, µM (top dose mostly 56.1 µM), for inactives: at the highest dose activity change, negative = inhibition, actives largely listed as inhibitors. RecQ-like DNA helicase BLM (Homo sapiens), P54132. recombinant BLM DNA unwinding, fluorescence dequenching. actives 0.2% (n = 350,000);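 further: plate controls were vehicle for no effect and no enzyme for full effect; nearly all actives have a fitted effect of over 35% in size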
BAZ2B block: qHTS Assay for Inhibitors of BAZ2B. Bromodomain adjacent to zinc finger domain protein 2B (Homo sapiens), Q9UIF8. AlphaScreen BAZ2B-H3K14Ac peptide displacement. Potency, µM (titrated, usually from 114 µM), for the others: at the top dose activity change, negative = inhibition, hits mostly inhibitors. actives 4.4% (n = 360,000). AID 504333, 2011; further: on the % scale 0 is the no-effect control and ±100 the full control effect; nearly all actives have a fitted effect of over 60% in size
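Complex of BAZ2B and biotin-H3K14Ac (50 nM apiece) forms over 30 min at RT, then faces library compounds up to 110 uM for another 30 min; AlphaScreen beads added, 20 min dark incubation, luminescence read.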
Pol eta inh: qHTS for Inhibitors of Polymerase Eta | recombinant Pol eta, fluorescent DNA replication assay | Potency, µM (series often up to 114 µM), for the others: at the top dose activity change, negative = inhibition, actives largely listed as inhibitors | actives 1.2% (n = 390,000) | AID 588591, 2011; further: on the % scale 0 is the no-effect control and ±100 the full control effect
Target sequence (Q9Y253 whole entry, looked up): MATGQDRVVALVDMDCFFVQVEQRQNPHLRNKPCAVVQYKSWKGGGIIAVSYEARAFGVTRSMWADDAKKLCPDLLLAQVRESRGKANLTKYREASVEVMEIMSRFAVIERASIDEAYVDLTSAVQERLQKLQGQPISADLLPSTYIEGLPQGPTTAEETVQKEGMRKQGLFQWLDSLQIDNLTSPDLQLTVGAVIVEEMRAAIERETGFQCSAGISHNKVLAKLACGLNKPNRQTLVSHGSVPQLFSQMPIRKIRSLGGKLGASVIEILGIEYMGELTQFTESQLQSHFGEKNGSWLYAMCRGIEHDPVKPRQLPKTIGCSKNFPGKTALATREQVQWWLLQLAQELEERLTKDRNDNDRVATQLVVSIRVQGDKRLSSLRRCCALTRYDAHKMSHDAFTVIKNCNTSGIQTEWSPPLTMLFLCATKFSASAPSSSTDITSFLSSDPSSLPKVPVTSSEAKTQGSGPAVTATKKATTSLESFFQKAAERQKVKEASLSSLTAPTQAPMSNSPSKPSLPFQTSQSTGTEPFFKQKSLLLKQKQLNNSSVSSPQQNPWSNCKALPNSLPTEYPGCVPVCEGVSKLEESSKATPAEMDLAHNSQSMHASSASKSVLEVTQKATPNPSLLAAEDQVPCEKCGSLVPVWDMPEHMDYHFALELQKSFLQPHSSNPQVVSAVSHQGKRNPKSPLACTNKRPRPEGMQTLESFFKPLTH
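Fluorescent replication assay: 50 nM final substrate added after a 15 min room-temperature compound preincubation with 10 nM enzyme. Signal taken at 0 min and again at 10 min.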
APE1 inh: qHTS Assay for Inhibitors of the Human Apurinic/apyrimidinic Endonuclease 1 (APE1). DNA repair nuclease/redox regulator APEX1 (Homo sapiens), P27695. recombinant APE1, TAMRA/BHQ-2 abasic DNA cleavage fluorescence. Potency, µM (top dose mostly 65.8 µM), without a hit: at the highest dose activity change, negative = inhibition, most hits filed as inhibitors. actives 0.35% (n = 350,000);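 further: plate controls were vehicle for no effect and reference inhibitor for full effect; nearly all actives have a fitted effect of over 55% in size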
Target sequence (P27695 whole entry, looked up): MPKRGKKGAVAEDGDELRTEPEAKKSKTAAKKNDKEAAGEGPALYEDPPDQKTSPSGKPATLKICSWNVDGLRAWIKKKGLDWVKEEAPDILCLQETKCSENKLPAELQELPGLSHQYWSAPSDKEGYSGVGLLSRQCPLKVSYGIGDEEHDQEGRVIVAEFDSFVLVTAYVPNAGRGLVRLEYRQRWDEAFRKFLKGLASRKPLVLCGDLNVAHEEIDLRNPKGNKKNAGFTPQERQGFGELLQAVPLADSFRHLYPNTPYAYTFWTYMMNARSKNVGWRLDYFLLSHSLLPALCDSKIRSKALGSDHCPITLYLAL
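Activity was derived from the fluorescence gain between first and third kinetic reads (60 s intervals, ex 525/em 598 nm) after 50 nM THF-abasic TAMRA/BHQ-2 duplex was added to 0.75 nM APE1 preincubated 15 min with compound.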
An asterisk follows results filed as active; ? = inconclusive; / = no result given; [ ] = remark or other dose. The call rests on the fitted dose curve; in most records, active means well fitted curve in the direction sought with a large enough effect; inconclusive means small, poorly fitted or top-dose-only effect, or another doubt; inactive means no such curve, though single readings can be large; an effect the other way counts as inactive or inconclusive. Potency means the concentration at half of the fitted maximal effect. This is a subset. The share of hits here may be higher or lower than overall.

SMILES	POLK inh	POLB inh	Pol iota inh	JMJD2A Tudor	G9a inh	BLM helicase inh	BAZ2B block	Pol eta inh	APE1 inh
O=C(NCC(c1cccnc1)N1CCN(c2ccc(F)cc2)CC1)c1ccc2c(c1)OCO2 (stereo unspecified)	0%	-4%	12%	-17%	?	3%	?	-16%	-1%
COc1ccccc1Nc1cc2cc(Br)ccc2c(=O)[nH]1	79µM*	/	?	?	/	/	/	20µM*	/
CC(C)NC(=O)C1CCN(C2CCN(C(=O)c3ccc4cccc(F)c4n3)CC2)CC1	-4%	1%	8%	-9%	8%	-2%	-2%	-10%	3%
Cc1ccccc1NC(=O)c1ccc(F)c(S(=O)(=O)N2CCCCC2)c1	-14%	-29%	15%	-8%	?	-2%	9%	-24%	-4%
CCn1nc(CCC(=O)O)c2ccccc2c1=O	-2%	21%	20%	-22%	-9%[59 µM]	4%	-2%	-11%	-5%
COc1cccc(-n2c(SCC(N)=O)nc3c([nH]c4ccccc43)c2=O)c1	-15%	-7%	32%[activator]	-25%	-50%[12.7 µM]	-4%	1%	-6%	3%
CC1(C)CC(=O)C2=C(C1)N(Cc1ccco1)C(=O)NC2(C(F)(F)F)C(F)(F)F	-4%	2%	-48%	-5%	-2%	2%	-4%	-5%	3%
CN(C)CCNC(=O)c1cccc(NS(=O)(=O)c2ccc(Cl)c(Cl)c2)c1	-2%	0%	-13%	-4%	?	-4%	/	-1%	-1%
O=C(COC(=O)c1cc(NS(=O)(=O)c2cccs2)ccc1O)Nc1ccccc1	-2%	12%	-20%	-7%[11.4 µM]	7%[12.7 µM]	-10%	-18%	-14%	-9%
O=c1c2c(ncn1CCO)nc1n2CCC1	2%	8%	13%	-7%	20%[59 µM]	3%	11%	5%	0%
CC(C)c1c(O)nc(SCCN2CCOCC2)[nH]c1=O	-5%	15%	-22%	-16%	-5%[59 µM]	2%	-7%	-15%	-3%
CCN1C(=O)N(S(=O)(=O)C(F)(F)F)[C@@H](c2ccccc2)C(C(=O)OC)=C1C	-12%	13%	-7%	-4%	29%[59 µM]	5%[12.4 µM]	8%	-15%	-4%[12.4 µM]
CCOC(=O)C1CCN(C(c2ccc(C)cc2)c2c(O)cc(C)n(CCOC)c2=O)CC1 (stereo unspecified)	-2%[60.1 µM]	-1%	5%	2%	?	-1%	5%	-20%	/
CCN(CC1COc2ccccc2O1)S(=O)(=O)c1ccc(C)cc1 (stereo unspecified)	-6%	4%	2%	43%[activator]	55%[activator][59 µM]	-3%	47%[activator]	-12%	13%
Cc1ccc(S(=O)(=O)NCCNC(=O)c2ccc(C)nc2)cc1	-11%	19%	4%	-9%	3%	-3%	1%	3%	5%

Single records (already shown).
CC(C)NC(=O)C1CCN(C2CCN(C(=O)c3ccc4cccc(F)c4n3)CC2)CC1 reads POLK inh = -4%; POLB inh = 1%; Pol iota inh = 8%; JMJD2A Tudor = -9%; G9a inh = 8%; BLM helicase inh = -2%; BAZ2B block = -2%; Pol eta inh = -10%; APE1 inh = 3%
CCOC(=O)C1CCN(C(c2ccc(C)cc2)c2c(O)cc(C)n(CCOC)c2=O)CC1 (stereo unspecified) reads POLK inh = -2%[60.1 µM]; POLB inh = -1%; Pol iota inh = 5%; JMJD2A Tudor = 2%; G9a inh = ?; BLM helicase inh = -1%; BAZ2B block = 5%; Pol eta inh = -20%; APE1 inh = /

New compounds follow:
SMILES	POLK inh	POLB inh	Pol iota inh	JMJD2A Tudor	G9a inh	BLM helicase inh	BAZ2B block	Pol eta inh	APE1 inh
O=c1oc(=O)c2ccccc2c2ccccc12	-3%	/	14%	-12%	/	/	/	-23%	/
CCC(C(=O)NCC1CCCO1)N(C(=O)CNS(=O)(=O)c1ccccc1)c1ccc(F)cc1 (stereo unspecified)	2%	9%	49%[activator]	-15%	27%[59 µM]	1%	1%	-5%	30%[12.4 µM]
Cc1cc(C)cc(NC(=O)CCN2C(=O)c3ccccc3Sc3ncccc32)c1	-21%	0%	9%	-25%	?	-2%	-13%	-14%	/
O=C(NCCSCc1ccc(Cl)cc1)c1cccs1	0%	-12%	-2%	1%	25%	-8%	1%	3%	-2%
Cc1cccc(OCc2nnc(SCC(=O)N3CCCCC3)o2)c1	-7%	-6%	17%	6%	24%	-8%	5%	?	-6%
Cc1cc(C)n2c(Nc3ccc4c(c3)OCCO4)c(-c3ccc(C)o3)nc2n1	4%	12%	11%	-35%	50µM*	-6%	?	-18%	-7%
CC1=C(OC(=O)C(C)(C)C)C(C)(C)C(c2ccccc2)OC1=O (stereo unspecified)	14%	13%	23%	11%	?	-4%	4%	-9%	-1%
O=C1C=C(Nc2ccc(Cl)cc2)CC(c2ccccc2)C1 (stereo unspecified)	-17%	?	247%[activator]	-8%	-8%[59 µM]	4%	4%	0%	12%
CCCCNC(=O)CSc1nnc(Cc2ccccc2)n1CC1CCCO1 (stereo unspecified)	10%	2%	-10%	8%	31%	-2%	-19%	-4%	2%
CCN(Cc1ccccc1)Cc1c(O)ccc2c(=O)c(-c3ccccc3Cl)c(C(F)(F)F)oc12	-20%	-14%	?	0%	0%[59 µM]	-10%	2%	/	/
CCOC(=O)CC(=O)CSc1nc2ccccc2c(=O)n1CCc1ccc(S(N)(=O)=O)cc1	-8%[60.1 µM]	10%	-11%	-21%	16%[59 µM]	-1%	-4%	1%	/
Cc1[nH]ccc(=O)c1OCc1c(F)cccc1Cl	9%	3%	19%	3%	20%	1%	7%	-10%	0%
COc1ccc(C2/C(=C(\O)c3ccc4c(c3)CC(C)O4)C(=O)C(=O)N2Cc2cccnc2)c(OC)c1 (stereo unspecified)	-3%	17%	-5%	-21%	71µM*	-4%	-13%	-20%	20%
CN(C)C(=O)CSc1nnc(Cc2ccccc2)n1CC1CCCO1 (stereo unspecified)	-1%	4%	35%	-2%	12%	-1%	-2%	-17%	-4%
O=C(Nc1ccc(Cl)cc1Cl)c1cccc(N2C(=O)C=CC2=O)c1	-10%	35%	-14%	3.2µM*	?	-4%	4%	41%[activator]	-4%

In the list so far, two contain a furan ring, fused or not:
SMILES	POLK inh	POLB inh	Pol iota inh	JMJD2A Tudor	G9a inh	BLM helicase inh	BAZ2B block	Pol eta inh	APE1 inh
CC1(C)CC(=O)C2=C(C1)N(Cc1ccco1)C(=O)NC2(C(F)(F)F)C(F)(F)F	-4%	2%	-48%	-5%	-2%	2%	-4%	-5%	3%
Cc1cc(C)n2c(Nc3ccc4c(c3)OCCO4)c(-c3ccc(C)o3)nc2n1	4%	12%	11%	-35%	50µM*	-6%	?	-18%	-7%

Remaining list, next part.
SMILES	POLK inh	POLB inh	Pol iota inh	JMJD2A Tudor	G9a inh	BLM helicase inh	BAZ2B block	Pol eta inh	APE1 inh
Cc1ccc(OCc2nc3c4c(ncn3n2)-c2ccccc2CC42CCCC2)cc1	1%	-2%	2%	17%	3%[59 µM]	-7%	-3%	-20%	11%
Cc1c(Cl)cccc1NC(=O)CSc1nccn1C	-9%	?	41%[activator]	-13%	3%	-5%	-10%	3%	-4%
CC(C)CN(CCNC(=O)c1cc(-c2ccc(Cl)s2)nc2ccccc12)CC(C)C	5%	21%	3%	4%	3%[59 µM]	5%	8%	-1%	/
O=C(COC(=O)c1ccc(CNS(=O)(=O)c2ccc(F)c(Cl)c2)cc1)NCC1CCCCC1	-2%	54%	26%	-1%	19%[59 µM]	2%	3%	-20%	13%
O=C(Nc1ccc(OC(=O)c2ccco2)cc1)c1ccco1	-3%	-28%	?	?	?	4%	5%	0%	13%
O=C1C(Cc2ccccc2)Nc2ncnc(N3CCOCC3)c2N1Cc1ccccc1 (stereo unspecified)	-1%	/	21%	-13%	/	/	/	-29%	6%
CCc1nnc(NC(=O)CSc2nnc3c(n2)[nH]c2ccccc23)s1	-7%	?	-23%	-28%	-10%	-3%	-27%	-1%	-3%
NC(=O)c1ccc[n+]([C@@H]2OC(COP(=O)([O-])OP(=O)(O)OCC3OC(n4cnc5c(N)ncnc54)C(O)C3O)C(O)C2O)c1 (stereo partly specified)	-8%[60.1 µM]	/	/	/	-40%[2.33 µM]	-10%	/	/	-1%
C=C1/C=C(\C)C(C)(O)CC(O)CC(=O)C(O)C(O)C(C)CC(C)OC(=O)/C(C)=C/CC/C=C/C(OC)C(O)CC(C)C1 (stereo unspecified)	3%	/	4%	-16%	/	/	/	-14%	-4%
COc1ccc(-c2cc(=Nc3c(C)n(C)n(-c4ccccc4)c3=O)c3ccccc3o2)cc1	-4%	-15%	25%	?	?	6%	-31%	-17%	-6%
Cc1cc(Br)ccc1SCC(=O)OCC(=O)Nc1ncc(C(F)(F)F)cc1Cl	-19%	13%	14%	-1%	12%[59 µM]	-10%	10%	-16%	10%
Cc1sc(NC(=O)c2ccco2)c(C(c2cccnc2)N2CCN(c3ccc(F)cc3)CC2)c1C (stereo unspecified)	-11%	-3%	-14%	?	?	-12%	?	-14%	3%
CCc1ccccc1NC(=O)c1ccc(-n2c(C)ccc2C)cc1	-20%	24%	26%	-1%	4%[12.7 µM]	-3%	-4%	-11%	-2%
Cc1cccc(C)c1NC(=O)C1CCCN(S(=O)(=O)c2c(C)noc2/C=C/N(C)C)C1 (stereo unspecified)	-9%	0%	24%	-12%	2%[59 µM]	-2%	-18%	-11%	/
Cc1ccc(CSCC(=O)Nc2cc(S(=O)(=O)N3CCOCC3)ccc2OC(C)C)cc1	-4%	/	24%	-10%	50µM*	/	?	-18%	-20%
COc1c2c(nc3ccccc13)OC(C(C)(O)COC(C)=O)C2 (stereo unspecified)	-5%	3%	-4%	-7%	-37%[2.33 µM]	1%	-4%	-11%	1%
COc1ccc(CCNC(=O)CCN2N=C(c3ccccc3)CCC2=O)cc1OC	-11%[60.1 µM]	16%	-2%	11%	-4%[59 µM]	4%	3%	-6%	/
CCN1CCCC1Cn1cnc2c([nH]c3cccc(Cl)c32)c1=O (stereo unspecified)	3%	3%	4%	-13%	32µM*	54%[activator]	-22%	-17%	1%
COc1ccc(NC(=O)c2cccc(S(=O)(=O)N3CCN(C)CC3)c2)c(OC)c1	6%	2%	109%[activator]	-32%	15%[59 µM]	-5%	-27%	-9%	-1%[12.4 µM]
